Pol eta inh: qHTS for Inhibitors of Polymerase Eta; AID 588591, 2011; Potency, µM (doses to about 114 µM), for inactives: top-dose activity change, negative = inhibition, usual class: inhibitors; recombinant Pol eta, fluorescent DNA replication assay; 1.2% of 390,000 active; note: potency is the fitted concentration of half-maximal effect; % is set by controls: 0 for no effect and ±100 for the full control effect
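Pol eta at 10 nM preincubated with compounds 15 min at room temperature; reaction started with fluorescent substrate (50 nM final) and read kinetically at 0 and 10 min.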
POLK inh: qHTS for Inhibitors of Polymerase Kappa; purified Pol kappa, fluorescent DNA synthesis assay, 10 min; Potency, µM (series often up to 107 µM), inactives show top-dose activity, negative = inhibition, actives largely listed as inhibitors; 0.53% of 400,000 active; note: potency is the fitted concentration of half-maximal effect; % is set by controls: 0 for no effect and ±100 for the full control effect
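50 nM final substrate added after 15 min RT preincubation of 10 nM Pol kappa with compound; fluorescence read at 0 and 10 min.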
LDHA block: qHTS assay for inhibitors of human lactate dehydrogenase; L-lactate dehydrogenase A chain (Homo sapiens), P00338; purified LDHA, NADH/diaphorase-resazurin fluorescence; stronger effect = lower value; activity change, % (values are at about 110 or 230 µM); 0.15% of 480,000 active; AID 1347041, 2019; in the data active = activity change below about -30%; inconclusive = mostly about -25% to -30%;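 note: plate controls were DMSO wells for no effect and wells without enzyme for full effect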
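Human LDH5 at 2 nM final in Tris HCl pH 7.4 with 0.06 mM NADH and 0.2 mM pyruvate, reacted 5 minutes at room temperature. Remaining NADH coupled via diaphorase/resazurin; resorufin fluorescence read at 0 and 20 minutes, normalized to enzyme-free and DMSO wells.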
POLB inh: qHTS Assay for Inhibitors of DNA Polymerase Beta; 1.3% of 340,000 active; Pol beta primer extension/strand displacement, fluorescence kinetic; Potency, µM (highest dose often 114 µM), for inactives: top-dose activity change, negative = inhibition, most hits filed as inhibitors; note: potency is the fitted concentration of half-maximal effect; % is set by controls: 0 for no effect and ±100 for the full control effect
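Kinetic readout of DNA synthesis with strand displacement by Pol beta. Compound and 10 nM enzyme sit 15 min at room temperature; 50 nM substrate starts the reaction, read immediately and at 10 min.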
Anesthetic bind: qHTS Assay for Identification of Novel General Anesthetics; Ferritin light chain (Equus caballus), P02791; apoferritin/1-aminoanthracene competitive binding, fluorescence; Potency, µM (titrated, usually from 77.5 µM), inactives show at the highest dose activity change, negative = displacement, hits mostly inhibitors; 0.074% of 350,000 active; AID 485281, 2010; note: potency is the fitted concentration of half-maximal effect; % is set by controls: 0 for no effect and ±100 for the full control effect; nearly all actives have a fitted effect of over 20% in size
Target sequence (P02791 2-175 limits assumed): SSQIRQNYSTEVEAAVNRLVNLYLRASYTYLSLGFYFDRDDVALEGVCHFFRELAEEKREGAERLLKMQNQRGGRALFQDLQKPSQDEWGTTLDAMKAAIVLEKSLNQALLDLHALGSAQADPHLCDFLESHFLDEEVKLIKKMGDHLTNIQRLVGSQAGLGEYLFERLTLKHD
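Steps: apoferritin (10 uM) was premixed with half-saturated 1-AMA in PBS, compounds were pin-transferred, plates stood 10 min at room temperature, fluorescence was read at 380/535 nm, and curves were fitted with a Hill equation.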
ALOX12 inh: Primary qHTS assay for inhibitors of human arachidonate 12S-lipoxygenase (ALOX12): Round 2 | Polyunsaturated fatty acid lipoxygenase ALOX12 (Homo sapiens), P18054 | purified 12hLO, xylenol orange hydroperoxide absorbance | Potency, µM (series often up to 108 µM), for inactives: at the highest dose activity change, negative = inhibition, most hits filed as inhibitors | 1.1% of 580,000 active | AID 1671190, 2021; note: potency is the fitted concentration of half-maximal effect; % is set by controls: 0 for no effect and ±100 for the full control effect
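Purified human 12hLO (150 nM final) in 25 mM Hepes, 0.01% Triton X-100, pH 7.0 was preincubated 15 min at room temperature with compound. Then 40 uM arachidonic acid was added, 30 min. Hydroperoxide was read by Fe-XO absorbance ratio 573/405 nm.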
APEX1 inh: qHTS Assay for Inhibitors of the Human Apurinic/apyrimidinic Endonuclease 1 (APE1) | DNA repair nuclease/redox regulator APEX1 (Homo sapiens), P27695 | recombinant APE1, TAMRA/BHQ-2 abasic DNA cleavage fluorescence | Potency, µM (doses to about 65.8 µM), without a hit: top-dose activity change, negative = inhibition, actives largely listed as inhibitors | 0.35% of 350,000 active;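 note: potency is the fitted concentration of half-maximal effect; plate controls were vehicle for no effect and reference inhibitor for full effect; nearly all actives have a fitted effect of over 55% in size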
Target sequence (P27695 whole entry, looked up): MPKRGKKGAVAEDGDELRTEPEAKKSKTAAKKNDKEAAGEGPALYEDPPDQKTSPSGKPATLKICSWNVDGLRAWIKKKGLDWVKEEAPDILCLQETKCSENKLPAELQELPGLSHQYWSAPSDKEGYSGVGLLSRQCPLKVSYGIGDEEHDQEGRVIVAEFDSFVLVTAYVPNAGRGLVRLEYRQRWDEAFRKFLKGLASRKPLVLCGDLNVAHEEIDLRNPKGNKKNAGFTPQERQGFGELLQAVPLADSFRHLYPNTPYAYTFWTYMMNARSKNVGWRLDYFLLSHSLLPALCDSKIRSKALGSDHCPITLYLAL
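Step 1: APE1 (0.75 nM) with compound, 15 min RT. Step 2: add 50 nM fluorophore/quencher THF duplex. Step 3: three fluorescence reads 60 s apart (525/598 nm); read 3 minus read 1 = reaction progress.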
ERG-DNA inh: qHTS for Small Molecule Inhibitors of the ERG Ets/DNA interaction; Transcriptional regulator ERG (Homo sapiens), P11308; fluorescence polarization, His-ERG Ets domain / labelled DNA; Potency, µM (titrated, usually from 76.9 µM), for inactives: at the top dose FP activity, negative = inhibition, usual class: inhibitors; 0.028% of 370,000 active; AID 624246, 2012; active = well fitted inhibition curve with a large enough effect in the polarisation, with a control signal flat; inconclusive = small, poorly fitted or top-dose-only effect, or effect the other way, or a change in a side signal; inactive = no such curve, though single readings can be large or run the other way; the % refers to the polarisation;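 note: polarization taken with two DNA probes labelled with fluorescein and Texas red; potency is the fitted concentration of half-maximal effect; % of control where 0% means no effect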
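His-tagged ERG Ets domain (1 uM in the protein solution; 300mM KCl, 50mM Tris-HCl, 1mM EDTA, 1mM DTT, pH 7.5) received compound, then a probe mix of 5 nM fluorescein-DNA and 100nM Texas-615-DNA. Fluorescence polarization was read for both dyes.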
RGS4 inhibitor: Inhibitors of Regulator of G Protein Signaling (RGS) 4: qHTS; Potency, µM (series often up to 114 µM), for inactives: at the highest dose activity change, negative = inhibition, usual class: inhibitors; 0.039% of 390,000 active; Regulator of G-protein signaling 4 (Homo sapiens), P49798; AID 504845, 2011; Transcreener GDP fluorescence polarization, RGS4-accelerated GTP hydrolysis; note: potency is the fitted concentration of half-maximal effect; % is set by controls: 0 for no effect and ±100 for the full control effect; nearly all actives have a fitted effect of over 75% in size; some results filed as inactive show a strong effect at the top dose
Target sequence (P49798 whole entry, looked up): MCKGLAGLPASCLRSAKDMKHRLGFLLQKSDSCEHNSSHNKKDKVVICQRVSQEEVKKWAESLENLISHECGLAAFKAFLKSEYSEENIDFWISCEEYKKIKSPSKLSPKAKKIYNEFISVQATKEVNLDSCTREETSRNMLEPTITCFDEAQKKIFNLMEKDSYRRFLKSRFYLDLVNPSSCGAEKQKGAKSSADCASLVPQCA
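MLSMR compounds (23 nl, pin-transferred) preincubated 10 min at room temperature with a 500nM (2x) first reagent, then RGS4 at 900nM (2x) plus Transcreener GDP mix added; fluorescence polarization (620/688 nm) read before and after 90 min at 30 °C.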
* = called active by the depositor; u = inconclusive; x = no result given; [ ] = remark or other dose. Unless noted, calls come from the whole dose curve; as a rule, active = well fitted curve in the direction sought with a large enough effect; inconclusive = small, poorly fitted or top-dose-only effect, or another doubt; inactive = no such curve, though single readings can be large; an effect the other way counts as inactive or inconclusive.

# | canonical_smiles | Pol eta inh | POLK inh | LDHA block | POLB inh | Anesthetic bind
1 | CC(C)c1cccc(C2=CC(=O)C[C@H](c3ccc4c(c3)OCO4)C2)c1 | -23% | -4% | 1 | x | x
2 | COc1cc(OC)cc(C(=O)NNC(=O)CN2C(=O)NC(C)(c3ccc(C)cc3)C2=O)c1 (centres undefined) | -25% | -2% | 0 | x | x
3 | Cc1ccccc1OCC(=O)N1CCC(c2nc3ccccc3s2)CC1 | -20% | u | -6 | 18% | -3%
4 | CCOC(=O)c1c(C)[nH]c(C)c1S(=O)(=O)NCC(=O)N1CCN(c2cccc(C)c2)C(C)C1 (centres undefined) | -15% | -15% | -7 | -21% | u
5 | COCCNC(=O)C1=C(N)C(C(=O)Nc2ccc(C)c(S(=O)(=O)N3CCCCC3)c2)SC1=Nc1ccc(C)cc1C (centres undefined) | -12% | -32% | -2 | -5% | -15%
6 | Cc1cc(NC(=O)C(C)SCC(=O)N(C)CC(=O)Nc2ccccc2C(F)(F)F)no1 (centres undefined) | -9% | -10% | -5 | x | x
7 | O=C(NCCc1ccccc1)c1ccc(Cl)c(S(=O)(=O)N2CCCC2)c1 | 1% | -14% | 0 | 0% | -22%
8 | CN(C)c1ccc(C(C#N)c2ccccc2)nn1 (centres undefined) | -11% | -7% | -6 | u | -5%
9 | O=C(NCCc1ccccc1Cl)c1ccc(Cn2c(=O)c3cccn3c3cccnc32)cc1 | u | -19% | -5 | 14µM* | 32%[activator]
10 | COc1ccc(C2=NN(CCC(=O)NCCc3ccccc3)C(=O)CC2)cc1 | -15% | -12%[60.1 µM] | -7 | 5% | -4%
11 | CC(C(=O)NCc1ccc2c(c1)OCO2)N(c1ccccc1)S(C)(=O)=O (centres undefined) | -15% | -1% | -2 | 50% | 4%
12 | COC(=O)c1ccc(S(=O)(=O)N2CCOCC2)o1 | -6% | 0% | -10 | 26% | -4%
13 | Cc1ccc(NC(=O)/C(C#N)=C/c2ccc(C)s2)c(C)c1 | -14% | -26% | -1 | u | -6%
14 | CCOc1ccc(C(=O)OCc2cc(=O)n3nc(C4CCCCC4)sc3n2)cc1 | -9% | -6% | -8 | -27% | u
15 | CC[n+]1ccc(C)c2cc(P(=O)(c3ccccc3)c3ccccc3)ccc21 | -7% | -20% | -1 | 5% | -12%

# | ALOX12 inh | APEX1 inh | ERG-DNA inh | RGS4 inhibitor
1 | -2% | 0% | -14% | -7%
2 | -1% | 11% | 0% | 13%
3 | -26% | x | -4% | 18%
4 | u | x | 2% | 18%
5 | x | -9% | 4% | -1%
6 | -2% | -6% | 4% | 0%
7 | x | -16% | 1% | 18%
8 | 17% | 10% | -3% | 6%
9 | u | x | -1% | u
10 | 0% | x | 6% | 7%
11 | 5% | 0% | 2% | -12%
12 | -4% | 3% | 6% | -1%
13 | 6% | 8% | u | 6%
14 | -15% | x | 0% | 15%
15 | u | -2% | 30% | -54%

Limited to ALOX12 inh, POLB inh and APEX1 inh, for some of the entries so far:
item	SMILES	ALOX12 inh	POLB inh	APEX1 inh
9	O=C(NCCc1ccccc1Cl)c1ccc(Cn2c(=O)c3cccn3c3cccnc32)cc1	u	14µM*	x
10	COc1ccc(C2=NN(CCC(=O)NCCc3ccccc3)C(=O)CC2)cc1	0%	5%	x
11	CC(C(=O)NCc1ccc2c(c1)OCO2)N(c1ccccc1)S(C)(=O)=O (centres undefined)	5%	50%	0%
12	COC(=O)c1ccc(S(=O)(=O)N2CCOCC2)o1	-4%	26%	3%
13	Cc1ccc(NC(=O)/C(C#N)=C/c2ccc(C)s2)c(C)c1	6%	u	8%

Some of these compounds in order of SMILES length, falling.
# | canonical_smiles | Pol eta inh | POLK inh | LDHA block | POLB inh | Anesthetic bind
5 | COCCNC(=O)C1=C(N)C(C(=O)Nc2ccc(C)c(S(=O)(=O)N3CCCCC3)c2)SC1=Nc1ccc(C)cc1C (centres undefined) | -12% | -32% | -2 | -5% | -15%
2 | COc1cc(OC)cc(C(=O)NNC(=O)CN2C(=O)NC(C)(c3ccc(C)cc3)C2=O)c1 (centres undefined) | -25% | -2% | 0 | x | x
6 | Cc1cc(NC(=O)C(C)SCC(=O)N(C)CC(=O)Nc2ccccc2C(F)(F)F)no1 (centres undefined) | -9% | -10% | -5 | x | x

# | ALOX12 inh | APEX1 inh | ERG-DNA inh | RGS4 inhibitor
5 | x | -9% | 4% | -1%
2 | -1% | 11% | 0% | 13%
6 | -2% | -6% | 4% | 0%

Reprinted at random: two compounds from above
# | canonical_smiles | Pol eta inh | POLK inh | LDHA block | POLB inh | Anesthetic bind
15 | CC[n+]1ccc(C)c2cc(P(=O)(c3ccccc3)c3ccccc3)ccc21 | -7% | -20% | -1 | 5% | -12%
5 | COCCNC(=O)C1=C(N)C(C(=O)Nc2ccc(C)c(S(=O)(=O)N3CCCCC3)c2)SC1=Nc1ccc(C)cc1C (centres undefined) | -12% | -32% | -2 | -5% | -15%

# | ALOX12 inh | APEX1 inh | ERG-DNA inh | RGS4 inhibitor
15 | u | -2% | 30% | -54%
5 | x | -9% | 4% | -1%

(continued)
# | canonical_smiles | Pol eta inh | POLK inh | LDHA block | POLB inh | Anesthetic bind
16 | CC(=O)Nc1nnc(COc2ccccc2)s1 | -19% | -3% | -3 | u | u
17 | Cc1cc(C)c(NC(=O)CSc2nc3ncc(Br)cc3[nH]2)c(Cl)c1 | 6% | -5% | -11 | -1% | -4%
18 | O=C1c2ccccc2S(=O)(=O)c2cc(N3CCN(C(=O)c4ccccc4)CC3)ccc21 | -14% | -7% | 1 | x | x
19 | COc1ccc(N2CC(C(=O)Nc3nnc(SCC(=O)N4CCCC4)s3)CC2=O)cc1 (centres undefined) | u | -4% | -1 | u | -3%
20 | O=C(/C=C/c1ccccc1[N+](=O)[O-])OCC(=O)N1CCCC1 | -12% | -16% | -1 | x | x
21 | CS(=O)(=O)NCCn1ccc2ccccc21 | -6% | 1% | 0 | 7% | -9%
22 | CC[C@]12C(=O)N(C)C[C@H]([C@@H]3C(=O)N(C)C(=O)[C@@H]31)N2C(=O)c1ccccc1 | 2% | -3% | 0 | x | x
23 | COc1ccc(/C=C(\NC(=O)c2ccco2)C(=O)NC(Cc2ccccc2)C(=O)O)cc1 (centres undefined) | -20% | -7% | -14 | 38% | 5%
24 | Cc1cnc(C(=O)Oc2cccc(Cl)c2Cl)cn1 | 3% | -19% | 5 | 14% | -6%
25 | CCOC(=O)c1c(C)n(CCNC(C)=O)c2ccc(OC)cc12 | 1% | -11% | -3 | 13% | -5%
26 | COc1ccc(NC2=CC(c3ccc(F)cc3)N(c3ccc(OC)cc3)C2=O)cc1 (centres undefined) | -16% | -16% | 3 | 34% | 7%

# | ALOX12 inh | APEX1 inh | ERG-DNA inh | RGS4 inhibitor
16 | 2% | 0% | 6% | 19%
17 | 0% | 15% | 2% | 24%[56.9 µM]
18 | -1% | x | -3% | -1%
19 | u | 14% | -2% | -13%
20 | -5% | 7% | -6% | -9%
21 | -10% | -5% | -6% | u
22 | -2% | x | -4% | 24%
23 | -14% | -8% | 17% | 7%
24 | -20% | 26% | -5% | -5%
25 | -12%[57.4 µM] | 1% | 2% | 0%
26 | u | -7% | x | -13%

This is a subset; rates above refer to the full screens.
